hERG protect: hERG rescue from dofetilide block, primary screen, cell-based, CHO-hERG, FluxOR thallium flux, dofetilide IC70; Voltage-gated inwardly rectifying potassium channel KCNH2 (Homo sapiens), Q12809; dofetilide IC70 present; activation (rescue from dofetilide block), less the hit threshold, % at 10 µM; 310,000 compounds, 0.51% hits;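 active means activation above the mean of controls blocked by dofetilide plus 5 SD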;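 further: thallium influx through hERG after potassium depolarization seen as dye fluorescence rise; in these data hits start at about 4.7%; inactives centre near -7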
KCNQ1 act: potentiators or activators of KCNQ1 channel, primary screen, cell-based, thallium flux, high-throughput; Potassium voltage-gated channel subfamily KQT member 1 (Homo sapiens), P51787; CHO-K1 KCNQ1, thallium flux FluxOR fluorescence; hits give high values; B-score at 10 µM; 310,000 compounds, 0.35% hits;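 active means fluorescence ratio B-score, a plate-corrected score, at least three library SD, with initial intensity B-score within 5 SD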
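Medium – assay buffer, equal DMSO in all wells · Material – CHO-K1 cell line with stable KCNQ1 potassium channel expression · Signal – kinetic FluxOR thallium fluorescence, 10-s 1-Hz baseline, 110-s post-stimulus read · Compound – single concentration per compound, DMSO matched to controls · Schedule – 37 °C overnight plating, 90-min dark dye load, 20-min compound pretreatment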
HDAC3 inh: HDAC3 deacetylase inhibitors, primary screen, biochemical, fluorescence, cell-free homogeneous | Histone deacetylase 3 (Homo sapiens), O15379 | recombinant HDAC3, fluorogenic peptide/trypsin coupled | inhibition, % at 8.3 µM | 320,000 compounds, 0.15% hits | AID 2718, 2010; in the data active means inhibition above about 26%, passing the limit was not always enough; inconclusive means no clear call, values can overlap the other calls
KCNK3 block: human KCNK3 channel inhibitors, primary screen, CHO cells, FluxOR thallium flux, B-score. B-score at 10 µM. FluxOR fluorescence; hits give low values. 340,000 compounds, 0.84% hits;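 active means B-score under library mean minus 4 SD, starting fluorescence ratio at most library mean plus 5 SD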;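 further: more negative B-score means stronger inhibition of thallium flux through KCNK3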
RGS4 pot: RGS4 potentiators or activators, primary screen, cell-based, HEK293 M3R inducible RGS4, calcium flux | carbachol calcium flux Fluo4; hits give low values | B-score at 10 µM | 310,000 compounds, 0.92% hits | AID 463111, 2010;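 active means B-score of the integrated calcium signal more than 4 SD below the library mean, with starting fluorescence not abnormally high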;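 further: negative B-score means reduced calcium response which marks RGS4 activation or potentiation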
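Material: M3R-expressing HEK293 line, RGS4 induced by doxycycline | Schedule: Overnight RGS4 induction, 30 min dye load 37 °C, 20 min compound RT | Measured by: Fluo4 fluorescence kinetic imaging of calcium | Read-out: Integrated calcium ratio converted to B score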
KCNQ1 inh: inhibitors of human KCNQ1 channel, primary screen, cell-based, thallium flux, high-throughput; CHO-K1 KCNQ1, FluxOR thallium flux fluorescence; hits give high values; B-score at 10 µM; 310,000 compounds, 1.3% hits; AID 2642, 2010;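 active means compounds whose thallium flux B-score, printed positive for inhibition, exceeds three library SD while starting fluorescence stays within three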;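 further: channel opened by potassium depolarization with thallium stimulus after 20 min compound exposure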
Dyrk1A ADPGlo: rat Dyrk1A kinase inhibitors, primary screen, biochemical, single point, plate reader. 310,000 compounds, 0.43% hits. AID 504441, 2011. inhibition, % at 12.5 µM. ADP-Glo luminescence, NFATc1 peptide. Dual specificity tyrosine-phosphorylation-regulated kinase 1A (Rattus norvegicus), Q63470; in the data active means inhibition above about 50%;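 further: plate controls were vehicle with enzyme for no effect and no enzyme for full effect; many of its hits are not listed in these tables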
GSK3A inh: blockers of GSK3A enzyme activity – biochemical, luminescence, cell-free homogeneous, HTS, primary screen; 320,000 compounds, 0.1% hits; AID 2650, 2010; inhibition, % at 10 µM; GSK-3 alpha kinase, ADP-Glo luminescence, 60 min; Glycogen synthase kinase-3 alpha (Homo sapiens), P49840;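 in the data active means inhibition above about 50%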;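 further: GST-tagged GSK-3 alpha with peptide substrate and 25 µM ATP; 0% = DMSO neutral wells and 100% = GW8510 positive control wells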
Target sequence (P49840 whole entry, looked up): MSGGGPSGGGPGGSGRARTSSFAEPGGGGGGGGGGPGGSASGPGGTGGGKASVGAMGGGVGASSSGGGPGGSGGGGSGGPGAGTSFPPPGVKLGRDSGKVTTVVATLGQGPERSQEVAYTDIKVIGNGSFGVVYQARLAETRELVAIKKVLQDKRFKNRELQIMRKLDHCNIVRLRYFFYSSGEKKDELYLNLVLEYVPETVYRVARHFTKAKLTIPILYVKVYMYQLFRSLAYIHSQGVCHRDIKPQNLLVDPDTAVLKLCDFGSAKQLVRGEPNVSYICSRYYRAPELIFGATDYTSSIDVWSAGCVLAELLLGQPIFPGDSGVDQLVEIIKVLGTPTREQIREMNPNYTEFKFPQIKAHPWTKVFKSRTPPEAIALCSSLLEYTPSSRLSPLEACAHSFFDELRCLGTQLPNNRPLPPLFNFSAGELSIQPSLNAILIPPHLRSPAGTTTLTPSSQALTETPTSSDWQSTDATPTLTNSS
GSK3B inh: human GSK3beta kinase inhibitors, primary screen, biochemical, cell-free homogeneous, HTS | Glycogen synthase kinase-3 beta (Homo sapiens), P49841 | GST-GSK3beta kinase, ADP-Glo luminescence, 60 min; hits give low values | activity score (negative = inhibition), % at 10 µM | 300,000 compounds, 0.038% hits | AID 2097, 2009;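 active means more than half of replicate wells score below -50%, meaning over 50% inhibition versus plate controls; inconclusive means some replicates but at most half score below -50%; inactive means no replicate scores below -50%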;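 further: 0% = median DMSO wells and -100% = median GW8510 positive control wells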
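Assay system: GST-fused GSK3beta enzyme, cell-free / Medium: Tris pH 7.5 buffer with MgCl2, DTT, BSA, heparin / Also added: peptide substrate plus 25 µM ATP (final) / Compound: 10 µM single point / Timing: kinase reaction with compound 60 min at room temperature / Detection: ADP-Glo luminescence / Benchmarks: DMSO neutral wells and GW8510 at 20 µM as positive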
PolyA inhibitor: polyadenylation inhibitors in yeast reporter cells, primary screen, luminescence, S. cerevisiae; calls only at 12 µM; 300,000 compounds, 0.02% hits; AID 1875, 2009; S. cerevisiae SKY197-pL101 polyadenylation reporter, beta-gal luminescence; efflux-impaired pdr1/pdr3 knockout yeast; score 100 = 6 SD above DMSO;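 active means lowest replicate activity score at least 50, where 100 means six control SD above control mean; inconclusive means lowest score under 50 but half or more replicates reach 50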;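 further: yeast exposed to compound for 9 h at 30 °C; higher score means more reporter readthrough which indicates perturbed polyadenylation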
KCNK9 block: KCNK9 potassium channel inhibitors, primary screen, HEK293 cells, thallium flux. B-score at 10 µM. FluxOR thallium flux fluorescence; hits give low values. 310,000 compounds, 1.2% hits. AID 488922, 2010;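 active means ratio B-score over 3 SD below the library mean, with starting fluorescence within 5 SD of its mean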;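 further: negative B-score means less thallium flux so channel inhibition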
Target sequence (Q9NPC2 whole entry, looked up): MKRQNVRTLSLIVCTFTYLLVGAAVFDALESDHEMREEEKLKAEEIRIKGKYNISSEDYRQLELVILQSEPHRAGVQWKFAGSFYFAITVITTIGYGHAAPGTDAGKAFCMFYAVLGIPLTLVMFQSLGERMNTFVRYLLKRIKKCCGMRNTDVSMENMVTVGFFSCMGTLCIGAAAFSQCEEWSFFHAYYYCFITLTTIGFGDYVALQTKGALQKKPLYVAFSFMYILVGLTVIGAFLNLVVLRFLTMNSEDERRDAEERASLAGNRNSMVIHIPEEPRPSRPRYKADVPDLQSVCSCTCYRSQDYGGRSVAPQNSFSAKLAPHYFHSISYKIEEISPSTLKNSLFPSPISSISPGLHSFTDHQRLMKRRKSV
Numbers without * were called inactive; i = inactive; ? = inconclusive; / = not tested or not shown; & = joins results of further samples.

Below each compound: RGS4 pot	hERG protect	KCNK9 block	Dyrk1A ADPGlo	KCNK3 block	PolyA inhibitor	KCNQ1 act	GSK3B inh	KCNQ1 inh	HDAC3 inh	GSK3A inh
- CC1CCCCN1C(=O)c1cc2ccccc2cc1O (centres undefined)
 : i	-12	i	9	i	i	i	1	i	2	-1
- Cc1cccc(C(=O)NCC(=O)OCC(=O)NCCNC(=O)COC(=O)CNC(=O)c2cccc(C)c2)c1
 : i	-16	i	3	i	i	i	-1	i	-6	-1
- COc1cc(NC(=O)Cc2ccccc2)nc(OC)n1
 : i	-7	i	3	i	i	i	-2	i	0	-1
- CC1CCCN(c2ccc(C(=O)NCc3ccco3)cc2[N+](=O)[O-])C1 (centres undefined)
 : i	-11	i	1	i	i	i	2	i	6	-2
- CCOC(=O)c1c(NC(=O)CN2CCCCC2)sc2c1CCC(C=O)=C2Cl
 : i	-5	i	-1	i	i	i	-4	i	3	1
- CCC1CCCCN1C(=S)Nc1ccc(S(=O)(=O)Nc2ncccn2)cc1 (centres undefined)
 : i	-7	i	4	i	i	i	2	i	2	2
- CCCN=C(C)c1c(-c2ccccc2)[nH]n(-c2nc3ccccc3s2)c1=O
 : i	-1	i	-12	i	i	i	2	i	3	-1
- CN(C)S(=O)(=O)c1ccc(C(=O)Nc2ccccn2)cc1
 : i	1	i	/	i	i	i	1	i	1	0
- O=C(NCC1CCCO1)C(=O)NCC(c1ccco1)N1CCN(c2ccccc2F)CC1 (centres undefined)
 : i	-6	i	-8	i	i	i	0	i	10	0
- O=C(Nc1nccs1)c1cncc(Br)c1
 : i	-9	i	3	i	i	i	0	i	2	1
- O=C(NCCc1ccccc1)C(=O)NCC1OCCN1S(=O)(=O)c1ccc(Cl)cc1 (centres undefined)
 : i	-11	i	3	i	i	i	1	i	0	0
- CCC(=O)NC1(C(F)(F)F)C(=O)Nc2c1c(=O)[nH]c(=O)n2CC(C)C (centres undefined)
 : i	-4	i	/	i	i	i	1	i	-4	-6
- CCCCn1c(N)c(N(CC(C)C)C(=O)c2ccc(Br)o2)c(=O)[nH]c1=O
 : i	-10	i	-5	i	i	i	1	i	/	/
- CCCCN(CC)C(=O)Cn1cnc2sc(C)c(S(=O)(=O)N3CCC(C)CC3)c2c1=O
 : i	-7	i	-8	i	i	i	1	i	-5	1
- COc1ccc(CCN=C(N)NS(=O)(=O)c2ccc(OC)cc2)cc1
 : i	-10	i	1	i	i	i	5	i	1	-3
- COc1ccc(-c2csc3nc(C(C)C)oc(=O)c23)cc1OC
 : i	-9	i	-1	i	i	i	0	i	-9	1
- c1ccc(COC2CCCN(Cc3nc(-c4cnccn4)no3)C2)cc1 (centres undefined)
 : i	-10	i	13	i	i	i	6	i	1	/
- O=C(O)C1CC(=O)N(c2ccc(F)c(F)c2)C1 (centres undefined)
 : i	-7	i	19	i	i	i	3	i	-1	-2
- Cc1noc(C)c1CSc1nc2sc(C)c(C)c2c(=O)n1C1CCCC1
 : i	-14	i	-7	i	i	i	3	i	-1	-4
- O=C(O)CSc1nnnn1C1CCCCC1
 : i	-4	i	-2	i	i	i	-4	i	9	-1

The results go on:
Below each compound: RGS4 pot	hERG protect	KCNK9 block	Dyrk1A ADPGlo	KCNK3 block	PolyA inhibitor	KCNQ1 act	GSK3B inh	KCNQ1 inh	HDAC3 inh	GSK3A inh
- COc1cc(NC(=O)c2[nH]c(C)c(C(C)=O)c2C)cc(OC)c1OC
 : i	-8	i	-4	i	i	i	2	i	4	-2
- O=C(NC(=S)Nc1cccc2c(O)cccc12)c1ccccc1[N+](=O)[O-]
 : i	-5	i	-2	i	i	i	1	i	/	1
- Cn1c(=O)oc2cc(S(=O)(=O)Nc3ccc4c(c3)OCO4)ccc21
 : i	-13	i	-3	i	i	i	-3	i	3	-2
- Clc1ccccc1CN1CCSCC1
 : i	-7	i	-1	i	i	i	1	i	-1	-2
- Cc1nn(-c2ccccc2)c2nc(N)c(C(N)=O)cc12
 : i	-2	i	7	i	i	i	3	i	-18	2
- Cc1cc(=O)n2[nH]c(SCc3ccccc3Cl)nc2n1
 : i	-6	i	-4	i	i	i	3	i	12	-3
- CC(=O)NC1=NN(C(C)=O)C(C)(c2ccc3ccccc3c2)S1 (centres undefined)
 : i	-8	i	-5	i	i	i	3	i	1	0
- Cn1cccc1C(=O)N/N=C/c1c(Cl)cccc1Cl
 : i	-8	i	9	i	i	i	4	i	4	-1
- CCCc1cc2c(=O)c(-c3cscn3)c(C(=O)OCC)oc2cc1O
 : i	-19	i	-3	i	i	i	2	i	1	3
- CCOc1ccc(N/C=C/C(=O)c2ccc(C)cc2)c([N+](=O)[O-])c1
 : i	-4	i	0	i	i	i	6	i	3	-4
- COC(=O)CSc1nc(C)c2c(n1)CCCC2
 : i	-6	i	-3	i	i	i	0	i	0	2
- CCN(CC)S(=O)(=O)c1ccc(OC)c(NC(=O)c2cc3c(=O)n4ccccc4nc3s2)c1
 : i	-4	i	-2	i	i	i	-2	i	3	-2
- COc1ccc(S(=O)(=O)N2CCC(C(=O)NCCC(=O)Nc3ccc(Cl)cc3)CC2)cc1
 : i	-9	i	2	i	i	i	1	i	2	-2
- CC1CC(C)CN(c2nc(N(C)c3ccccc3)nc(N)c2[N+](=O)[O-])C1 (centres undefined)
 : i	-10	i	-3	i	i	i	1	i	4	0
- COCCCn1c(N)c(-c2nc3ccccc3n2C)c2nc3ccccc3nc21
 : i	-30	i	-1	i	i	i	2	i	5	-3
- O=c1c(-c2ccc(Cl)cc2)c[nH]n1-c1ccccc1
 : i	-3	i	10	i	i	i	-1	i	-1	1
- CC(=O)OCC(=O)c1c[nH]c2ccccc12
 : i	-2	i	8	i	i	i	1	i	-2	-3
- CCCCn1c(N)c(Sc2ccccc2)c(=O)[nH]c1=O
 : i	-7	i	5	i	/	i	5	i	-9	0
- CC(C)CC(=O)Nc1cc(C(F)(F)F)ccc1N1CCOCC1
 : i	-9	i	-4	i	i	i	-3	i	1	-5
- CN1CCCC1CCNC1C2CC3CC(C2)CC1C3 (centres undefined)
 : i	-2	i	4	i	i	i	0	i	5	-2

Later entries.
Below each compound: RGS4 pot	hERG protect	KCNK9 block	Dyrk1A ADPGlo	KCNK3 block	PolyA inhibitor	KCNQ1 act	GSK3B inh	KCNQ1 inh	HDAC3 inh	GSK3A inh
- CCN1CNC(=S)N(c2cccc(C)c2C)C1
 : i	-14	i	-3	i	i	i	1	i	1	/
- Brc1nc(Br)n(Cc2ccccc2)n1
 : i	-17	i	4	i	i	i	2	i	3	1
- CC(C)CCC(C(=O)O)C(C)CC(=O)NNC(=O)c1ccco1 (centres undefined)
 : i	-14&-5	i	3&2	i	i	i	1&-1	i	3&-9	-2&-1
- O=C(Nc1ccc(F)cc1)c1nc[nH]c1C(=O)O
 : i	-8	i	8	i	i	i	-3	i	-3	15
- CCNS(=O)(=O)c1ccc(CCC(=O)NCc2ccc3c(c2)OCO3)cc1
 : i	-7	i	-4	i	i	i	-5	i	2	-4
- CCCOC1CCCN(C(=O)c2cc(COc3ccc(F)c(F)c3)on2)C1 (centres undefined)
 : i	-10	i	0	i	i	i	1	i	6	6
- O=C(Nc1ccccc1)C1CCCCN1S(=O)(=O)c1ccccc1 (centres undefined)
 : i	-6	i	/	i	i	i	2	i	-2	/
- Cc1ccc(S(=O)(=O)NC(=O)COc2ccccc2C)c(C)c1
 : i	-5	i	-1	i	i	i	-5	i	7	-1
- Cc1ccnc(NC(=O)c2ccc(C(=O)c3ccccc3)cc2)c1
 : i	-15	i	7	i	i	i	-7	i	/	1
- O=C(OCCOc1cccc(Cl)c1)C1CCN(S(=O)(=O)c2ccccc2)CC1
 : i	-3	i	3	i	i	i	1	i	5	-5
- CC(C)CNC(=S)NNC(=O)c1csc2c1CCCC2
 : i	-9	i	0	i	i	i	-3	i	2	-4
- CC(C)(C)NC(=O)NC(=O)CN1C(=O)NC(c2ccccc2)(c2ccccc2)C1=O
 : i	-6	i	-7	i	i	i	1	i	6	-2
- O=C(NCc1cccnc1)NC1(C(F)(F)F)Oc2ccc(Cl)cc2O1 (centres undefined)
 : i	-10	i	1	i	i	i	-6	i	-1	-2
- CC(=O)Nc1ccc2c(CSc3nnc(N)s3)cc(=O)oc2c1
 : i	-6	i	0	i	i	i	1	i	/	0
- CCCCCc1cc(=O)oc2c(C(CCN(CC)CC)c3ccc(N(C)C)cc3)c(OC)cc(OC)c12 (centres undefined)
 : i	-17	i	7	i	i	i	-1	i	5	4
- O=C(c1ccc(C(F)(F)F)cc1)C1CCCN(C(=O)CCn2cncn2)C1 (centres undefined)
 : i	-4	i	1	i	i	i	-2	i	-6	-2
- CCOC(=O)c1cc2cc([N+](=O)[O-])ccc2oc1=O
 : i	-13	i	-1	i	i	i	-3	i	/	-1
- CCN1C(=O)CS/C1=N\S(=O)(=O)c1ccccc1
 : i	-7	i	-4	i	i	i	1	i	3	1
- CCOC(=O)c1ccc(OCC2NCCc3cc(OC)c(OC)cc32)cc1 (centres undefined)
 : i	-7	i	-3	i	i	i	-2	i	-3	-1
- CCCCCCc1c(O)c2ccccc2[nH]c1=O
 : i	-10	i	-2	i	i	i	0	i	-2	-2
- CCN1C(=O)[C@H]2[C@@H](c3ccc(SC4CCCCC4)c(OC)c3)N[C@@](Cc3ccccc3)(C(=O)OC)[C@H]2C1=O
 : i	-2	i	-2	i	i	i	0	i	?	0

Screening results (PubChem)

Not all compounds are listed; count on the stated rates, not on these rows.
